TGFb inhibitor: blocks TGF-b signaling | Potency, µM (series often up to 46.1 µM), for the others: top-dose activity, negative = inhibition, usual class: inhibitors | 1.2% of 410,000 active | HepG2 CAGA-GFP TGF-b/SMAD3 reporter, GFP fluorescence, 18 h; TGF-beta stimulated, 500 pg/mL final | AID 588855; further: potency means the concentration at half of the fitted maximal effect; on the % scale 0 is the no-effect control and ±100 the full control effect; nearly all actives have a fitted effect of over 65% in size
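Using HEPG2 CAGA-GFP reporter cells at 1000 cells/well, we pinned test compounds, stimulated with recombinant TGF-beta (500 pg/mL final) and measured total well GFP after 18 h.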
HepG2 tox: HepG2 cytotoxicity, counter-screen for TGF-b inhibitors; HepG2 CAGA-GFP viability, ATP luminescence, 18 h; Potency, µM (titrated, usually from 46.1 µM), without a hit: top-dose activity change, negative = cytotoxicity, hits mostly cytotoxic; 0.76% of 410,000 active; further: potency means the concentration at half of the fitted maximal effect; some results filed as inactive show a strong effect at the top dose
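CellTiter-Glo luminescence gave cytotoxicity after 18 hours at 37 degrees C. The cells were HepG2 CAGA-GFP in 1% FBS DMEM, stimulated with 500 pg/mL TGF-beta after compound addition. %Activity was normalised to no-cell wells (complete cell-killing) and DMSO (no toxicity), and curves were fitted and classified.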
CCT modulator: modulators of cytosolic chaperonin (CCT/TRiC) activity. 0.3% of 360,000 active. purified chaperonin ATPase assay, HTRF ADP detection, 30 min. activity change, % (test concentration not listed), hits read low; in the data active means activity change below about -30%; further: on the % scale 0 is the no-effect control and ±100 the full control effect
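TRiC at 40 or 20 nM final (batch-dependent) in 30 mM Tris pH 7.4, 100 mM KCl, 5 mM MgCl2, 1 mM DTT, with compound at single 76 uM and 10 uM ATP, 30 min at 37 deg C. ADP detected by HTRF Transcreener, 665/615 ratio.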
Mm-Cpn inhibitor: blocks the Methanococcus maripaludis chaperonin Mm-Cpn; purified Mm-Cpn ATPase, ADP Transcreener TR-FRET; Potency, µM (doses to about 76.9 µM), for the others: at the highest dose activity, negative = inhibition, actives largely listed as inhibitors; 0.031% of 330,000 active; AID 504842; further: potency means the concentration at half of the fitted maximal effect; on the % scale 0 is the no-effect control and ±100 the full control effect; nearly all actives have a fitted effect of over 80% in size
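Measured: ADP formation by purified Mm-CPN. Conditions: 25 nM protein, 10 uM ATP, Tris pH 7.4 with Mg2+, K+ and DTT, 37°C for 30 min. Detection: Transcreener HTRF after 30 min at room temperature.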
Nrf2 activator: Nrf2 pathway activation; 0.31% of 410,000 active; AREc32 ARE-luciferase reporter (MCF7-derived line), luminescence, 24 h; Potency, µM (top dose mostly 46.1 µM), for inactives: at the top dose activation, hits mostly activators; AID 624171; further: potency means the concentration at half of the fitted maximal effect; % of control where 0% means no effect; nearly all actives have a fitted effect of over 65% in size
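Luciferase luminescence (Steady-Glo, 30 min at room temperature) served as the read-out of ARE activation in AREc32 cells treated with compounds for 24 hr at 37 deg C.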
Nrf2 inh: Nrf2 pathway inhibition | A549 ARE-Fluc reporter, luciferase luminescence, 18-24 h | 2.1% of 360,000 active | Potency, µM (doses to about 46 µM), for inactives: at the top dose activity change, negative = inhibition, usual class: inhibitors; further: potency means the concentration at half of the fitted maximal effect; on the % scale 0 is the no-effect control and ±100 the full control effect; nearly all actives have a fitted effect of over 60% in size
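In this cell-based qHTS, ARE-driven firefly luciferase in A549 cells reports Nrf2 activity; the luminescent signal after BugLite lysis is the measured value, with a prior CellTiter-Fluor read for cell health.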
Akt phos inh: inhibitors of Akt phosphorylation | Neuro2A IGF-stimulated pAkt S473 HTRF, 20 min; stronger effect = lower value | activity change, % for hits at 50 µM | 0.32% of 360,000 active; in the data active means activity change below about -80%; inconclusive means mostly about -51% to -80%; further: on the % scale 0 is the no-effect control and ±100 the full control effect
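Single-point screen (50 µM final compound) in Neuro2A cells stimulated 20 min with 6 nM IGF at 37 deg C. After lysis, Ser473-phosphorylated Akt read by HTRF (ex 330 nm, em 615/665 nm) as the 665/615 ratio.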
A549 viability: counter-screen for Nrf2 inhibitors: cytotoxicity in A549 cells | A549 ARE-Fluc cells, CellTiter-Fluor viability, 18-24 h | 0.16% of 390,000 active | Potency, µM (titrated, usually from 46 µM), inactives show top-dose activity change, negative = cytotoxicity, actives largely listed as inhibitors; further: potency means the concentration at half of the fitted maximal effect; on the % scale 0 is the no-effect control and ±100 the full control effect
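A549 ARE_Fluc cells in 5% FBS OPTI-MEM were exposed to compounds in concentration-response for 18-24 h at 37 deg C. Viability was read by CellTiter-Fluor fluorescence (Ex 405/Em 525) after 30 min, before the luciferase read.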
Abeta rescue: compounds reversing amyloid beta toxicity in yeast. Potency, µM (series often up to 46.1 µM), for the others: at the top dose growth rescue, usual class: activators. yeast expressing A-beta42, growth rescue, OD600, 48 h; response scale: 0% DMSO, 100% iron-clioquinol control. 0.063% of 410,000 active; further: potency means the concentration at half of the fitted maximal effect; nearly all actives have a fitted effect of over 55% in size
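Yeast A-beta toxicity model in growth medium with pinned compounds, 48 h at 30 C; growth read as absorbance at 600 nm. Normalized to FeCl3/clioquinol equimolar mix (positive) and DMSO (negative).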
Active calls of the source: *; i = inactive; ? = inconclusive; . = no result given; & = joins results of further samples; [ ] = dose if it differs, or a comment. Unless noted, the call rests on the fitted dose curve; in most records, active means well fitted curve in the direction sought with a large enough effect; inconclusive means small, poorly fitted or top-dose-only effect, or another doubt; inactive means no such curve, though single readings can be large; an effect the other way counts as inactive or inconclusive.

SMILES	TGFb inhibitor	HepG2 tox	CCT modulator	Mm-Cpn inhibitor	Nrf2 activator	Nrf2 inh	Akt phos inh	A549 viability	Abeta rescue
Cc1ccc(NC(=S)Nc2ccccn2)c(C)c1	?	-2%	-1.6	1%	14%	?	i	-20%	?
COc1cc(OC)c(NC(=O)C(C)n2nc(-c3ccc(C)cc3)c3c(c2=O)CCCC3)cc1Cl (stereo not given)	?	-22%	.	.	6.6%	?	.	?	14%
O=C(NCc1ccncc1)Nc1ccc2c(c1)OCO2	5%	-4%	-3.5	-1%	0.4%	5%	i	2%	-5%
O=C1c2cccc3cccc(c23)C(=O)N1CCCCCc1n[nH]c(=S)o1	-2%	7%	-0.1	3%	3.1%	-22%	i	3%	4%
COc1ccc(CCNC(=O)Cn2cnc3scc(-c4ccccc4)c3c2=O)cc1OC	-4%	13%	-1.6	-4%	-0.5%	-19%	i	-13%	-12%
COc1ccc2[nH]c(=O)c3c(c2c1)OC(C)(C)C=C3	?	4%	0.4	-1%[15.4 µM]	-1.3%	8.2µM*	i	-18%	25%
CC(NC(=O)C(=O)Nc1nccs1)c1ccccc1 (stereo not given)	14%	6%	-16	2%	0.4%	5%	i	0%	-3%
COCCn1c(C)cc(O)c(C(c2ccccc2OC)N2CCCCC2)c1=O (stereo not given)	3%	1%	.	.	2.7%	.	.	-2%	-11%
Cc1ccccc1-c1nc(NC(C)C)nc2ccsc12	48%[activator]	4%	1.0	.	0.1%	.	i	.	11%
Cc1ccc(-c2c3c(=O)n(C)c(=O)n(C)c3cn2Cc2cccnc2)cc1	-11%	1%	-1.4	0%	-0.7%	7%	i	-11%	-9%
O=C(O)c1ccc(/C=N/Nc2ccc(F)cc2F)cc1	-10%	-17%	-4.7	0%	-0.4%	?	i	-8%	9%
Nn1c(SCC(=O)NC2CCCCC2)nnc1-c1ccccc1	-5%	4%	-1.2	1%	0.0%	-12%	i	-7%	14%
Cn1cc([N+](=O)[O-])c(C(=O)Nc2ccc3nc(-c4ccccc4)[nH]c3c2)n1	7.9µM*	25%	-3.8	1%	25µM*	?	i	-1%	-5%
O=C(NCC(=O)N1CCC(Cc2ccccc2)CC1)c1ccc(Cl)cc1	0%	4%	-3.2	1%	-0.2%	?	i	-17%	-51%[inhibitor]
CCOc1ccc(S(=O)(=O)NCCC(=O)NCCOc2ccccc2OC)cc1	14%	0%	-1.6	0%	0.3%	-4%	i	-1%	-10%
CCCn1c(N)c(C(=O)CSc2nc3ncc(Cl)cc3[nH]2)c(=O)n(C)c1=O	1%	4%	-0.1	-5%	-0.1%	4%	i	2%	0%
CCCCn1c(N)c(N(CC)C(=O)c2cccc(OC)c2)c(=O)[nH]c1=O	0%	2%	-2.4	1%	-0.4%	4%	i	1%	4%
COc1ccc(C/C(O)=C(\C#N)c2nc3ccccc3s2)cc1	?	-77%	1.4	1%	4.2%	-28%	.	-7%	11%
Cc1cccc(OCC(=O)Nc2ccc(S(=O)(=O)N3CCCC3)cc2)c1	-9%	-14%	-0.1	?	-1.6%	-20%	i	0%	-1%
CCOc1ccc(-c2cc(NC(=O)Nc3cccc(C(C)=O)c3)c(C(=O)OC)s2)cc1	-4%	5%	.	.	4.1%	?	.	-2%	-17%
COc1ccccc1CN1CCNC(=O)C1CC(=O)N(C)C1CCOCC1 (stereo not given)	4%	-15%	-0.3	.	-0.4%	.	i	.	-5%
O=C(CCCCCN1C(=O)c2ccccc2C1=O)Nc1ccc2c(c1)OCCO2	0%	6%	-2.0	2%	-0.2%	-7%	i	-1%	-5%
COc1cc(NC(=O)CN2CCCCC2C)c(C)cc1[N+](=O)[O-] (stereo not given)	1%	-2%	-0.6	3%	0.3%	14%	i	-1%	-7%
O=C(Nc1ccc(Cl)cc1Cl)c1cc(S(=O)(=O)N2CCc3ccccc32)ccc1F	0%	5%	.	.	3.5%	.	.	12%	-23%
CC(C)(C)c1csc(Sc2ccc([N+](=O)[O-])cn2)n1	-20%	7%	0.2	-4%	?	1%	i	-12%	-14%

Four consecutive records already listed, quoted:
SMILES	TGFb inhibitor	HepG2 tox	CCT modulator	Mm-Cpn inhibitor	Nrf2 activator	Nrf2 inh	Akt phos inh	A549 viability	Abeta rescue
O=C(CCCCCN1C(=O)c2ccccc2C1=O)Nc1ccc2c(c1)OCCO2	0%	6%	-2.0	2%	-0.2%	-7%	i	-1%	-5%
COc1cc(NC(=O)CN2CCCCC2C)c(C)cc1[N+](=O)[O-] (stereo not given)	1%	-2%	-0.6	3%	0.3%	14%	i	-1%	-7%
O=C(Nc1ccc(Cl)cc1Cl)c1cc(S(=O)(=O)N2CCc3ccccc32)ccc1F	0%	5%	.	.	3.5%	.	.	12%	-23%
CC(C)(C)c1csc(Sc2ccc([N+](=O)[O-])cn2)n1	-20%	7%	0.2	-4%	?	1%	i	-12%	-14%

The main list resumes, repeating the 2 entries before the break.
SMILES	TGFb inhibitor	HepG2 tox	CCT modulator	Mm-Cpn inhibitor	Nrf2 activator	Nrf2 inh	Akt phos inh	A549 viability	Abeta rescue
O=C(Nc1ccc(Cl)cc1Cl)c1cc(S(=O)(=O)N2CCc3ccccc32)ccc1F	0%	5%	.	.	3.5%	.	.	12%	-23%
CC(C)(C)c1csc(Sc2ccc([N+](=O)[O-])cn2)n1	-20%	7%	0.2	-4%	?	1%	i	-12%	-14%
COCCCN1C(=O)C(CC(=O)NCc2ccco2)CC(C(=O)N2CCOCC2)=C1C (stereo not given)	-7%	0%	-1.7	.	1.8%	.	i	.	-2%
Cc1cc(NC(c2cccnc2)c2ccc3cccnc3c2O)no1 (stereo not given)	-29%	4%	1.0	-2%	-0.2%	?	i	-1%	-3%
Cc1ccccc1OCC(=O)Nc1nnc(S(=O)(=O)N2CCCC2)s1	2%&-41%	14%&-23%	-2.7	0%	-0.3%&-0.2%	?	i	-4%&1%	-3%&-11%
CS(=O)(=O)N1CCC(Oc2ccccc2C(=O)N2CCCCC2CO)CC1 (stereo not given)	8%	7%	-2.1	1%	0.1%	1%	i	-1%	-3%
Cc1nn(-c2ccccc2)c2sc(C(=O)N3CCCCC3)cc12	1%	-34%	0.9	.	8.6%	.	i	0%	4%
CCC(CO)Oc1cc(NCc2ccccc2Cl)c2ncn(C(C)C)c2c1 (stereo not given)	-17%	-16%	0.3	1%	-1.0%	?	i	?	8%
S=C(NC1CCCCC1)NC1CC2CCC(C1)N2Cc1ccccc1 (stereo not given)	-1%	-21%	-0.3	0%	3.0%	-19%	i	-3%	-10%
Cc1nn(C)c(Cl)c1C(=O)NCC(=O)O	?	-69%	0.3	1%	-0.5%	10%	i	5%	-15%
O=C(CCNS(=O)(=O)c1cccc2nsnc12)NCc1ccco1	2%	5%	-1.8	-11%	1.9%	14%	i	-1%	-1%
Cc1ccc2[nH]c(=O)c(CN(C)C(=O)c3ccccn3)cc2c1	-3%	15%	2.1	0%	1.7%	18%	i	-3%	0%
Cc1ccc(N2CC(C(=O)Nc3cc(C(F)(F)F)ccc3N3CCCC3)CC2=O)cc1 (stereo not given)	13%	13%	-2.4	2%	0.4%	2%	i	1%	19%
O=C(COC(=O)c1ccco1)NC1CCCC1	1%	0%	1.5	2%	0.3%	-7%	i	7%	2%
Cc1cccc(N2CCN(CCNC(=O)c3cc4c(s3)CS(=O)(=O)C4)CC2)c1C	?	-30%	-1.2	3%	-0.6%	?	i	-5%	14%
O=C(O)c1cc2ccc3cccc4ccc(c1)c2c34	19%	-15%	-3.9	-8%	0.8%	21%	i	-2%	7%
CCc1ccccc1NC(=O)CSc1nc2c(oc3ccccc32)c(=O)n1-c1ccccc1	-12%	3%	.	.	-1.1%	?	.	-16%	-2%
O=C(O)c1ccc[nH]c1=S	1%	4%	-1.6	2%	-0.5%	5%	i	2%	-5%
Cc1[nH]c2ccccc2c1C(c1ccccn1)N1CCCC1 (stereo not given)	-23%	-17%	-0.6	-1%	3.1%	7%	i	0%	-1%
O=C(Nc1nncs1)c1cccc(S(=O)(=O)N2CCc3ccccc32)c1	-2%	-20%	0.0	-3%	-0.7%	?	i	-10%	-8%
CCn1nc(C)cc1C(=O)NC1CC(C)(C)Cc2c1cnn2-c1cccc(F)c1 (stereo not given)	1%	0%	-0.8	-2%	-0.7%	-3%	i	-2%	0%
CC1Cc2cc(S(=O)(=O)CCC(=O)Nc3ccc(OC(F)(F)F)cc3)ccc2N1C(=O)C1CC1 (stereo not given)	?	-35%	.	.	-1.1%	23µM*	.	1%	-1%
CN1CCC(=NNC(=O)CN(c2ccccc2)S(=O)(=O)c2ccccc2)CC1	?	2%	-2.8	-2%	0.0%	-13%	i	-8%	6%
O=C(CN1C(=O)CSc2ccc(S(=O)(=O)N3CCOCC3)cc21)NCc1cccnc1	-4%	-9%	-2.1	1%	0.0%	-9%	i	5%	-26%
CCCC(=O)Nc1ccc(Cc2ccc(NC(=O)CCC)c(C(=O)O)c2)cc1C(=O)O	-3%	-15%	1.8	2%	1.8%	19%	i	5%	0%

Source: PubChem
